# From PubChem
# CIT2-GFP yeast = modulators of CIT2-GFP expression in yeast, primary screen, S. cerevisiae, GFP fusion, multiplex flow cytometry, MLPCN library; S. cerevisiae CIT2-GFP strain, 3 h; 100 means same as DMSO wells; GFP response vs DMSO, % at 10 µM; 0.065% of 320,000 active; AID 2029, 2009;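 active means GFP response relative to DMSO above a set limit, near the screen mean plus 3 SD, cut at about 150% in these data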;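 further: ratio of well median GFP fluorescence to mean of DMSO wells on the plate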
# RPL19A-GFP yeast = RPL19A-GFP expression modulators in yeast, primary screen, cell-based, S. cerevisiae, multiplex flow cytometry, MLPCN | AID 2025, 2009 | S. cerevisiae RPL19A-GFP strain, 3 h; hits give low values | 0.3% of 330,000 active | percent response vs DMSO, % at 10 µM;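 active means percent response vs DMSO below 50%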;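 further: median channel GFP fluorescence of the barcoded RPL19A-GFP strain; ratio of sample median GFP to plate DMSO average so 100% = DMSO; lower means less RPL19A-GFP as with rapamycin TOR inhibition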
# MEP2-GFP yeast = modulators of MEP2-GFP levels in yeast, primary screen, S. cerevisiae, multiplex flow cytometry, MLPCN library. GFP response vs DMSO, % at 10 µM. S. cerevisiae MEP2-GFP strain, 3 h; 100% = DMSO control level. 0.51% of 330,000 active. AID 2016, 2009;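 active means GFP response versus DMSO above a set limit, roughly screen mean plus 3 SD, cut at about 180% in these data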;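 further: median GFP fluorescence of the barcode-gated MEP2-GFP cells per well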
# AGP1 TOR yeast = modulators of AGP1-GFP expression in yeast TOR pathway, primary screen, cell-based, multiplex flow cytometry, S. cerevisiae, MLPCN library; GFP response vs DMSO, % at 10 µM; 3 h; GFP as percent of DMSO wells; 0.02% of 320,000 active; AID 2066, 2009;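 active means GFP response relative to DMSO above a set limit, near screen average plus 3 SD, cut at about 150% in these data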;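 further: median GFP channel fluorescence of the gated AGP1 strain per well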
# AHR activator = AHR activators, primary screen, cell-based, luminescence, luciferase reporter, human; 2.5% of 320,000 active; Aryl hydrocarbon receptor (Homo sapiens), P35869; activation, % at 5 µM; AID 2796, 2010; AHR-responsive luciferase reporter cells; in the data active means activation above about 47%;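 further: 0% = vehicle wells and 100% = reference agonist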
# Target sequence (P35869 whole entry, looked up): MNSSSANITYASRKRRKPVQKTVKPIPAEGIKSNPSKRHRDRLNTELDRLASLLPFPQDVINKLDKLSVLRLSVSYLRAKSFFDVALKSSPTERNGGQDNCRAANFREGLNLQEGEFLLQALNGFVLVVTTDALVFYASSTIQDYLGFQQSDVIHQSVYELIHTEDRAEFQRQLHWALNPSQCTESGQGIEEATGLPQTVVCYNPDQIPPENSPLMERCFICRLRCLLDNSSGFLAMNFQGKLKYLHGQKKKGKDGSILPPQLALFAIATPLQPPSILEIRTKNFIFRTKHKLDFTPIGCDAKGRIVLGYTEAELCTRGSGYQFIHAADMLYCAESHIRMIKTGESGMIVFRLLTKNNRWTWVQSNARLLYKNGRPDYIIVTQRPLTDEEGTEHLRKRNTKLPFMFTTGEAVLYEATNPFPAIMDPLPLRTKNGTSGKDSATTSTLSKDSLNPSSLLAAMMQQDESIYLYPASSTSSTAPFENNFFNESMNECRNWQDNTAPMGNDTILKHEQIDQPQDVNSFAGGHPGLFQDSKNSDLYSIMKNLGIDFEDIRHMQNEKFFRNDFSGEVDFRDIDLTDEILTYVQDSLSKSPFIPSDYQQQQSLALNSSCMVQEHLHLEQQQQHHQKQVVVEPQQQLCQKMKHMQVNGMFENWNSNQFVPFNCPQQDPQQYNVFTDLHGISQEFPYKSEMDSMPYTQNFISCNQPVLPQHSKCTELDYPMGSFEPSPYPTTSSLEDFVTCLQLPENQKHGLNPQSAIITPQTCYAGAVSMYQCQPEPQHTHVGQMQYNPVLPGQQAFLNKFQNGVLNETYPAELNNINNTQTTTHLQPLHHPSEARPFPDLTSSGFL
# Efflux pump mplx = inhibitors of Candida efflux pumps in yeast, primary screen, S. cerevisiae, Nile Red, multiplex; S. cerevisiae Candida pump triplex; inhibition, % at 10 µM; 0.44% of 330,000 active; AID 485275, 2010;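 active means plate passing quality check with inhibition over a set limit, or well fluorescence over plate mean plus 4 SD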;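 further: Nile Red retained in pooled yeast measured as flow cytometry median fluorescence; 0% = buffer negative control and 100% = Enniatin B positive control; higher means more Nile Red kept so more efflux inhibition; some compounds called inactive have numbers as strong as hits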
# CR mimetic SO = reduction of superoxide in aged yeast, primary screen, HTS; 0.18% of 330,000 active; S. cerevisiae aged cells, superoxide DHE fluorescence; hits give low values; AID 2690, 2010; superoxide response (% of plate mean), % at 10 µM;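 active means superoxide response under a set limit, about three screen SD below normal, cut at about 65% in these data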;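 further: yeast aged for seven days with compound at 30 °C before DHE staining; 100% = average MFI of all compound-treated wells on the plate with controls excluded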
# LAP4 TOR yeast = modulators of LAP4-GFP expression in yeast, primary screen, S. cerevisiae, multiplex flow cytometry, MLPCN library | 3 h; median GFP as percent of DMSO wells | GFP response vs DMSO, % at 10 µM | 0.34% of 320,000 active | AID 2023, 2009;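 active means GFP response vs DMSO above a set limit, about the screen mean plus 3 SD, cut at about 150% in these data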
# * hit, by the source's call; . = no result given.
[1] COC(=O)c1ccc(NC(=O)c2cccc(NC(=O)c3ccccc3)c2)cc1
[2] CCN(c1ccccc1)S(=O)(=O)c1cc(NC(=O)COC(=O)C2CC2)ccc1Cl
[3] CCC(C)N(C(=O)c1csnn1)C(C(=O)NC1CCCC1)c1ccccc1F (configuration not stated)
[4] O=C(Cn1ccnc1)c1ccc(O)c(O)c1
[5] Cc1cc(=O)n2nc(N3CCC(C(=O)NCc4ccco4)CC3)sc2n1
[6] Cc1ccn(C(=O)c2ccc(NC(=O)C3CCCCC3)cc2)n1
screen / no.	1	2	3	4	5	6
CIT2-GFP yeast	102	114	102	109	113	89
RPL19A-GFP yeast	102	112	99	99	114	97
MEP2-GFP yeast	108	120	103	85	111	96
AGP1 TOR yeast	98	116	99	100	117	97
AHR activator	2	0	1	1	0	-3
Efflux pump mplx	0.0	0.0	-0.1	-0.1	-0.2	0.1
CR mimetic SO	98	92	118	83	92	91
LAP4 TOR yeast	92	119	95	100	107	101

[7] Cc1sc2ncnc(N3CCN(Cc4ccccc4)CC3)c2c1-c1ccc(F)cc1
[8] O=C(c1ccc(=O)[nH]n1)N1CCc2ccccc2C1
[9] COc1ccc(NC(=O)C2CCN(c3nc(C)nc4c3CCC4)CC2)cc1
[10] CCOC(=O)C1(C)NC(c2ccc(OC)cc2OC)C2C(=O)N(CC)C(=O)C21 (configuration not stated)
[11] Cc1ccc(S(=O)(=O)NCC(=O)OCC(=O)NCc2ccco2)cc1
[12] COc1cc(CNC(=O)C2CCCC2)cc(OC)c1OC
screen / no.	7	8	9	10	11	12
CIT2-GFP yeast	103	106	88	101	104	99
RPL19A-GFP yeast	106	110	101	96	96	99
MEP2-GFP yeast	106	102	100	97	100	105
AGP1 TOR yeast	103	105	98	104	98	96
AHR activator	-2	-1	0	-1	1	3
Efflux pump mplx	-0.2	0.0	-0.1	0.0	0.1	0.1
CR mimetic SO	96	103	112	87	96	107
LAP4 TOR yeast	98	103	107	108	99	95

[13] COc1ccc(Cl)cc1NC(=O)CSc1nc(-c2ccccc2)cc(=O)[nH]1
[14] CCOc1ccc(NCc2nc3ccccc3n2CCOc2ccccc2)cc1
[15] c1ccc2c(Oc3ccc4c(c3)OCO4)nncc2c1
[16] CSc1cccc(NC(=O)c2nnn(CC(=O)Nc3cc(C)cc(C)c3)c2N)c1
[17] Cc1cc(OC(=O)c2ccccc2F)c([N+](=O)[O-])c(=O)[nH]1
[18] CO/N=C/CC(=O)Nc1ccc(F)cc1F
screen / no.	13	14	15	16	17	18
CIT2-GFP yeast	103	102	98	108	98	101
RPL19A-GFP yeast	108	102	97	100	98	97
MEP2-GFP yeast	110	98	98	94	95	102
AGP1 TOR yeast	118	99	92	94	102	101
AHR activator	40	4	46	5	4	-1
Efflux pump mplx	0.1	0.0	0.3	0.1	-0.3	0.0
CR mimetic SO	114	82	109	98	89	92
LAP4 TOR yeast	96	109	103	92	104	97

[19] CN=C(NC#N)SCC(=O)c1ccc(Cl)cc1Cl
[20] CC1CCN(S(=O)(=O)c2cc(F)ccc2CN2C(=O)c3cccnc3C2=O)CC1
[21] CC(NC(=O)C12CC3CC(C1)CC(n1cncn1)(C3)C2)C12CC3CC(CC(C3)C1)C2 (configuration not stated)
[22] CCCCN(C(=O)C1=COCCO1)c1c(N)n(CCC)c(=O)[nH]c1=O
[23] COc1ccc(NC(=O)CSc2n[nH]c(-c3ccncc3)n2)cc1Cl
[24] CC(NS(=O)(=O)c1ccc([N+](=O)[O-])cc1)C(c1cccs1)N1CCOCC1 (configuration not stated)
screen / no.	19	20	21	22	23	24
CIT2-GFP yeast	102	105	97	91	102	98
RPL19A-GFP yeast	101	102	100	90	103	102
MEP2-GFP yeast	101	102	98	96	108	97
AGP1 TOR yeast	98	101	109	99	103	97
AHR activator	-1	-1	9	-1	4	2
Efflux pump mplx	-0.1	-0.2	0.1	0.0	0.0	0.1
CR mimetic SO	101	103	102	83	84	99
LAP4 TOR yeast	105	97	107	101	96	94

[25] Cn1c(CS(=O)Cc2c(Cl)cccc2Cl)nnc1SCc1c(Cl)cccc1Cl (configuration not stated)
[26] COc1ccc([N+](=O)[O-])cc1NC(=O)C1CCCCC1C(=O)O (configuration not stated)
[27] COc1ccc(NC(=O)CN(C)C(=O)c2cc3c(s2)CCCCC3)cc1
[28] COc1ccc(C(=O)N/C(=C\c2ccc(Cl)cc2)C(=O)NCC2CCCO2)cc1 (configuration not stated)
[29] CCOc1ccccc1C1C(C#N)=C(N)Nc2onc(-c3ccccc3)c21 (configuration not stated)
[30] CC1(C)CC(=O)C2=C(C1)N=c1s/c(=C/c3ccc(F)c(F)c3)c(=O)n1C2c1ccc(F)cc1 (configuration not stated)
screen / no.	25	26	27	28	29	30
CIT2-GFP yeast	97	94	100	.	111	103
RPL19A-GFP yeast	99	102	95	97	105	102
MEP2-GFP yeast	93	107	95	135	109	105
AGP1 TOR yeast	103	98	100	88	105	102
AHR activator	-11	2	3	0	5	3
Efflux pump mplx	-0.1	0.2	0.1	-0.1	-0.1	0.2
CR mimetic SO	111	99	120	109	99	104
LAP4 TOR yeast	95	87	97	86	114	101

[31] c1ccc(CN(Cc2cccs2)C(c2cccs2)c2nnnn2C2CCCC2)cc1 (configuration not stated)
[32] Cc1cccc(C2c3[nH]c4ccccc4c3CCN2C(=O)c2ccc(=O)[nH]c2)n1 (configuration not stated)
[33] C/C(=N\Nc1nc2ccccc2[nH]1)c1ccc(N2CCOCC2)cc1
[34] NNC(=O)c1[nH]c2ccc([N+](=O)[O-])cc2c1-c1ccccc1
[35] NC(=S)N=Nc1c(O)n(C2OC(=O)c3ccccc32)c2ccccc12 (configuration not stated)
[36] Cc1occc1C(=O)N=Nc1c(O)n(C)c2ccccc12
screen / no.	31	32	33	34	35	36
CIT2-GFP yeast	94	103	98	97	109	87
RPL19A-GFP yeast	97	104	97	103	97	95
MEP2-GFP yeast	100	100	102	109	102	94
AGP1 TOR yeast	103	103	98	94	91	88
AHR activator	0	11	76*	6	2	39
Efflux pump mplx	0.4	-0.1	0.1	0.0	0.1	-0.2
CR mimetic SO	84	101	96	99	98	101
LAP4 TOR yeast	98	104	102	87	99	90

[37] CC(=O)Oc1ccc(/C=C(\NC(=O)c2ccco2)C(=O)NCc2ccccc2)cc1
[38] CN1CCN(c2oc(-c3ccco3)nc2S(=O)(=O)c2ccccc2)CC1
[39] CN(C(=O)c1cccc(S(=O)(=O)N2CCCCC2)c1)C1CCS(=O)(=O)C1 (configuration not stated)
[40] CCN(CC(=O)Nc1ccc2c(c1)OCCO2)C(=O)CC(NC(C)=O)c1ccccc1 (configuration not stated)
[41] CCOc1ncccc1C(=O)Nc1ncc(C)s1
[42] CC(C)CCNC(=O)C(c1ccc(O)cc1)N(C(=O)C1COc2ccccc2O1)c1cccc(O)c1 (configuration not stated)
screen / no.	37	38	39	40	41	42
CIT2-GFP yeast	111	95	105	89	100	126
RPL19A-GFP yeast	108	101	100	84	92	102
MEP2-GFP yeast	111	97	106	89	105	105
AGP1 TOR yeast	103	107	113	88	101	103
AHR activator	1	-3	0	1	4	4
Efflux pump mplx	0.0	0.1	0.1	0.1	-0.1	-0.4
CR mimetic SO	94	107	99	85	106	100
LAP4 TOR yeast	91	103	103	95	114	108

[43] O=C(CSc1nc2ccccc2[nH]1)NCC1CCCO1 (configuration not stated)
[44] CCOCCCN(C)C1CCN(C(=O)c2oc3ccccc3c2NC(=O)Cc2ccc(F)cc2)CC1
[45] Cc1ccccc1NC(=O)Cc1cccs1
[46] COc1cc2c(cc1OC)C(c1cccc(Cl)c1Cl)CC(=O)N2 (configuration not stated)
[47] CCn1c(=N)n(CC(=O)c2ccc(Cl)c(Cl)c2)c2ccccc21
[48] C/C(=N\NC(=O)c1ccco1)c1cccc2ccccc12
screen / no.	43	44	45	46	47	48
CIT2-GFP yeast	106	99	99	106	98	106
RPL19A-GFP yeast	101	100	101	104	101	96
MEP2-GFP yeast	99	100	95	108	118	103
AGP1 TOR yeast	105	108	102	110	95	90
AHR activator	4	-1	-2	.	65*	-2
Efflux pump mplx	-0.1	0.2	-0.1	0.0	0.1	-0.1
CR mimetic SO	100	95	102	102	105	94
LAP4 TOR yeast	97	108	87	99	102	98

[49] Cc1cc(C)cc(NC(=O)CN(C)CC(=O)N(CC(C)C)c2c(N)n(CC(C)C)c(=O)[nH]c2=O)c1
[50] CN(C)c1oc(-c2cccs2)nc1C#N
[51] COc1cccc(NC(=O)CN(C)C(=O)c2cccnc2Sc2ccc(C)c(C)c2)c1
[52] OCCn1c(SCCOc2ccccc2F)nc2ccccc21
[53] CCOC(=O)c1nc(NNC(=O)c2ccc([N+](=O)[O-])cc2)sc1C
[54] Cc1ccc(-c2ccc(CCC(=O)O)n2-c2cccc(O)c2)cc1
screen / no.	49	50	51	52	53	54
CIT2-GFP yeast	98	103	98	92	126	100
RPL19A-GFP yeast	101	.	95	91	110	97
MEP2-GFP yeast	104	104	101	82	103	100
AGP1 TOR yeast	104	97	102	.	112	100
AHR activator	0	2	-3	9	12	17
Efflux pump mplx	0.1	0.0	0.1	0.1	-0.1	0.5
CR mimetic SO	95	90	105	101	84	121
LAP4 TOR yeast	103	90	102	80	87	111

# Structures above with an aryl thioether with sulfur outside any ring:
[13] COc1ccc(Cl)cc1NC(=O)CSc1nc(-c2ccccc2)cc(=O)[nH]1
[16] CSc1cccc(NC(=O)c2nnn(CC(=O)Nc3cc(C)cc(C)c3)c2N)c1
[23] COc1ccc(NC(=O)CSc2n[nH]c(-c3ccncc3)n2)cc1Cl
[25] Cn1c(CS(=O)Cc2c(Cl)cccc2Cl)nnc1SCc1c(Cl)cccc1Cl (configuration not stated)
[43] O=C(CSc1nc2ccccc2[nH]1)NCC1CCCO1 (configuration not stated)
[51] COc1cccc(NC(=O)CN(C)C(=O)c2cccnc2Sc2ccc(C)c(C)c2)c1
[52] OCCn1c(SCCOc2ccccc2F)nc2ccccc21
screen / no.	13	16	23	25	43	51	52
CIT2-GFP yeast	103	108	102	97	106	98	92
RPL19A-GFP yeast	108	100	103	99	101	95	91
MEP2-GFP yeast	110	94	108	93	99	101	82
AGP1 TOR yeast	118	94	103	103	105	102	.
AHR activator	40	5	4	-11	4	-3	9
Efflux pump mplx	0.1	0.1	0.0	-0.1	-0.1	0.1	0.1
CR mimetic SO	114	98	84	111	100	105	101
LAP4 TOR yeast	96	92	96	95	97	102	80

# Further structures
[55] O=C(Cc1ccc([N+](=O)[O-])cc1)N/N=C/c1ccccc1F
[56] CC(C)c1ccccc1NC(=S)N1CCN(Cc2ccc3c(c2)OCO3)CC1
[57] COc1cccc(-c2nc(-c3ccc(NC(=O)c4cccs4)cc3)no2)c1
[58] CCCCNS(=O)(=O)c1ccc2nc(-c3cccnc3)cc(C(=O)NC(C)C)c2c1
[59] Cc1cc(NC(=O)COC(=O)C2CCC(=O)N2)c([N+](=O)[O-])cc1C (configuration not stated)
[60] Cc1ccc(NC(=O)C2CCN(S(C)(=O)=O)CC2)cc1
[61] COC(=O)c1sccc1NC(=O)Nc1ccc(F)cc1F
[62] CC1CCCC(C)N1C(=O)COc1ccc([N+](=O)[O-])cc1Cl (configuration not stated)
[63] Cc1cc(NC(=O)CSCC(=O)Nc2cc(C(F)(F)F)ccc2N2CCOCC2)no1
screen / no.	55	56	57	58	59	60	61	62	63
CIT2-GFP yeast	95	94	101	100	99	97	108	94	97
RPL19A-GFP yeast	100	101	102	97	96	100	105	94	104
MEP2-GFP yeast	134	94	103	95	103	105	109	94	102
AGP1 TOR yeast	96	102	100	101	97	99	89	95	108
AHR activator	0	1	7	2	2	-1	2	3	0
Efflux pump mplx	-0.2	0.0	-0.2	0.0	0.0	-0.3	0.1	-0.1	-0.1
CR mimetic SO	99	88	113	91	111	99	104	99	103
LAP4 TOR yeast	96	89	101	96	96	104	85	93	108
